Dyrk1A ADPGlo = inhibitors of rat Dyrk1A kinase; Q63470; ADP-Glo luminescence, NFATc1 peptide; inhibition, % at 12.5 µM; 310,000 compounds, 0.43% hits; AID 504441; in the data active = inhibition above about 50%;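 note: plate controls were vehicle with enzyme for no effect and no enzyme for full effect; many of its hits are not listed in these tables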
HSF-1 act = increases HSF-1 driven luciferase reporter signal; activation, % at 9 µM; AID 504408; NIH3T3-HGL HSF-1 luciferase reporter, MG132, 8 h; 100% = twice DMSO control signal; 300,000 compounds, 1.7% hits;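 active = mean replicate activation of at least 50% with a set share of replicates each reaching 50%; inconclusive = only one of those two conditions met; inactive = mean below 50% and too few replicates reaching it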;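 note: 0% = median of the neutral control wells and 100% = twice that signal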
HSF1 inhib = HSF1 inhibition; NIH3T3-HGL HSE-luciferase, MG132-induced, luminescence 8 h; stronger effect = lower value; activity change, negative = inhibition, % at 7.5 µM (by protocol); 300,000 compounds, 0.77% hits;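 active = more than half of replicate wells show activity change below -50%, luminescence cut by over half; inconclusive = some wells, but at most half, below -50%; inactive = no replicate well below -50%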;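 note: luciferase reports HSF-1 transcriptional activity via heat shock element; 0% = median of DMSO wells and -100% = zero luminescence signal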
HSP90 refold inh = inhibitors of HSP90 luciferase refolding in rabbit reticulocyte lysate | inhibition, % at 5.6 µM | AID 1789 | 290,000 compounds, 0.91% hits | luciferase refolding luminescence, 3 h;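 active = inhibition above the screen-wide mean plus 3 SD, computed separately per campaign, cut at about 16% in these data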;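 note: 0% = DMSO wells and 100% = 60 µM geldanamycin wells; inhibitors lower the luminescence because luciferase stays unfolded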
Platelet DG rel = modulates dense granule release in human platelets. human platelet-rich plasma, SFLLRN dense granule ATP release, luminescence. inhibition, %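 (compounds screened at 7.5 µM in platelet-rich plasma)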. 300,000 compounds, 0.22% hits. AID 1663;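 active = mean replicate score, as percent of positive control, at or above 50; inconclusive = mean below 50 but at least one replicate at or above 50; inactive = mean and every replicate below 50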
PolyA inhibitor = yeast polyadenylation inhibition; calls only at 12 µM; S. cerevisiae SKY197-pL101 polyadenylation reporter, beta-gal luminescence; efflux-impaired pdr1/pdr3 knockout yeast; score 100 = 6 SD above DMSO; 300,000 compounds, 0.02% hits; AID 1875;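 active = lowest replicate activity score at least 50, where 100 means six control SD above control mean; inconclusive = lowest score under 50 but half or more replicates reach 50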;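 note: yeast exposed to compound for 9 h at 30 °C; higher score means more reporter readthrough which indicates perturbed polyadenylation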
AI-2 QS modul = modulates the Vibrio harveyi AI-2 quorum sensing system; Vibrio harveyi JMH597 AI-2 luminescence/OD600 ratio, 9 h; stronger effect = lower value; strain lacks LuxN and CqsS sensors; 0 = neutral-control median; activity change, % at 7.5 µM; 300,000 compounds, 0.4% hits; AID 2094; in the data active = activity change below about -75%, passing the limit was not always enough; inconclusive = no clear call, values can overlap the other calls;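 note: luminescence divided by OD600 gain over 9 h not by final OD600 alone; inactives centre near 13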
GSK3beta inhib = human GSK3beta kinase inhibition | 300,000 compounds, 0.038% hits | GST-GSK3beta kinase, ADP-Glo luminescence, 60 min; stronger effect = lower value | P49841 | activity score (negative = inhibition), % at 10 µM;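 active = more than half of replicate wells score below -50%, meaning over 50% inhibition versus plate controls; inconclusive = some replicates but at most half score below -50%; inactive = no replicate scores below -50%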;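 note: 0% = median DMSO wells and -100% = median GW8510 positive control wells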
Target sequence (P49841 whole entry, looked up): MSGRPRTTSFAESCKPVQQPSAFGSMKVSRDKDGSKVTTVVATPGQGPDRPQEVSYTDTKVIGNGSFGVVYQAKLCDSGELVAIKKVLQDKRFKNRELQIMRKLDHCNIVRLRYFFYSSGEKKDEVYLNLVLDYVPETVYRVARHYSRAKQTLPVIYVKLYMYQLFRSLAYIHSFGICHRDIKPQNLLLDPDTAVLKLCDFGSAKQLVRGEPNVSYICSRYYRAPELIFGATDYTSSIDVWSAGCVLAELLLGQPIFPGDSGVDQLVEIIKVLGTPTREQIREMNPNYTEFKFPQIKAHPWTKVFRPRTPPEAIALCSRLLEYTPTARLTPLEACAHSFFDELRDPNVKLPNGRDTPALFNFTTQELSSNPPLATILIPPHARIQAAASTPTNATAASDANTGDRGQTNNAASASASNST
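Assay system: GST-tagged human GSK3beta kinase, cell-free; Input: 1.6 ng GSK3beta; Medium: Tris/MgCl2 kinase buffer; Timing: 60 min enzyme reaction, room temperature; Signal: ADP-Glo luminescence quantifying ADP generated by kinase; Evaluation: score relative to plate controls; Benchmarks: DMSO neutral wells and GW8510 at 20 µM as positive.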
HDAC3 inh = human HDAC3 inhibition. O15379. recombinant HDAC3, fluorogenic peptide/trypsin coupled, fluorescence. inhibition, % at 8.3 µM. 320,000 compounds, 0.15% hits; in the data active = inhibition above about 26%, passing the limit was not always enough; inconclusive = no clear call, values can overlap the other calls
Target sequence (O15379 whole entry, looked up): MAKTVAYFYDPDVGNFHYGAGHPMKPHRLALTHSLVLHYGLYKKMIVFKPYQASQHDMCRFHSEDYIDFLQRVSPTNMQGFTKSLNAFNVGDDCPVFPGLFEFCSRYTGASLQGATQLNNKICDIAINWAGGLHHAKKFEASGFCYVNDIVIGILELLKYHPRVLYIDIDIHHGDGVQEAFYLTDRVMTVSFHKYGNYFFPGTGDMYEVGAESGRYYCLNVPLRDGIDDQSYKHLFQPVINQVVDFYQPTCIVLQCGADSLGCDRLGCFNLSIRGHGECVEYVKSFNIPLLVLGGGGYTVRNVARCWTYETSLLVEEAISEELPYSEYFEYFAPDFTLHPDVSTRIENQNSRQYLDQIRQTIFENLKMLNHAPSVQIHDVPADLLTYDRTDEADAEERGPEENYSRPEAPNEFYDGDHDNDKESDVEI
GSK3A inh = inhibitors of human GSK-3 alpha kinase. P49840. ADP-Glo luminescence, 60 min. inhibition, % at 10 µM. 320,000 compounds, 0.1% hits;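 in the data active = inhibition above about 50%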;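 note: GST-tagged GSK-3 alpha with peptide substrate and 25 µM ATP; 0% = DMSO neutral wells and 100% = GW8510 positive control wells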
Active calls of the source: *; i = inactive; ? = inconclusive; / = no result given.

SMILES | Dyrk1A ADPGlo | HSF-1 act | HSF1 inhib | HSP90 refold inh | Platelet DG rel | PolyA inhibitor | AI-2 QS modul | GSK3beta inhib | HDAC3 inh | GSK3A inh
CC(=O)c1ccc(NC(=O)C2CCCN(S(=O)(=O)c3ccc(-n4cnnn4)cc3)C2)cc1 (centres undefined) | 2 | -5 | -8 | -6 | -9 | i | 23 | 4 | 6 | -2
Cc1ccccc1NC(=S)N=Nc1c(O)n(C)c2ccc(S(=O)(=O)N3CCOCC3)cc12 | 1 | -20 | -7 | 1 | 2 | i | 16 | 26 | / | -3
C=CCc1cc(Cl)ccc1OC(=O)Nc1cccc(Cl)c1 | 2 | 8 | 12 | 6 | 0 | i | -10 | 0 | -6 | /
CCCCC(=O)Nc1ccc(NC(=S)NC(=O)c2ccco2)cc1OC | / | -9 | 0 | -1 | 5 | i | 17 | 2 | 5 | 1
CCN(CC)CCCN1C=C2C(=O)C(C)(OC(=O)CCC(=O)OC)C(=O)C=C2C=C1C1CC1 (centres undefined) | 2 | 7 | -2 | / | -2 | i | 2 | 0 | 5 | -1
COc1ccccc1Nc1cc(C(=O)NC2CCCC2)c2ccccc2n1 | 0 | 3 | 2 | -3 | 2 | i | 58 | / | ? | -2
O=C(CN1CCOCC1)NCCc1ccccc1 | 0 | -1 | -10 | -2 | -2 | i | 9 | 3 | 5 | 0
Cc1ccc(-c2c[n+](CC(=O)Nc3nc(-c4ccccc4)cs3)c3n2CCC3)cc1 | 2 | 23 | 2 | 2 | -17 | i | 39 | -6 | 4 | 3
O=C(NCC1CCCCC1)c1cc(S(=O)(=O)N2CCCCC2)ccc1N1CCOCC1 | 5 | -12 | -7 | 1 | 8 | i | 2 | 1 | -2 | 7
Cc1cccc(Sc2ccc([N+](=O)[O-])cn2)c1 | -4 | -7 | -5 | -2 | -3 | i | 22 | 1 | -4 | /
COc1ccc(CN2CCNC(=O)C2CC(=O)NCC(C)(C)N2CCOCC2)cc1C (centres undefined) | 3 | 6 | -3 | -2 | ? | i | 2 | 2 | -1 | -12
CC(C)(C)c1ccc(-n2ncc3c2CCCC3NC(=O)C2(C(N)=O)CC2)cc1 (centres undefined) | -6 | -1 | -4 | -4 | -15 | / | 22 | 6 | 2 | -1
O=C(Nc1ccccc1N1CCOCC1)c1cccc(Oc2ccccc2)c1 | -3 | -9 | -2 | 2 | 4 | i | 13 | 1 | 3 | 2
COCCSc1ccccc1C(=O)N1CCOCC1 | 3 | -1 | -7 | 0 | 6 | i | 13 | 0 | 4 | 1
CCC(=O)Oc1cccc(C(=O)Nc2cccc(NC(=O)c3ccco3)c2)c1 | 9 | -14 | -9 | 3 | 15 | i | -4 | 1 | 3 | -1
CC(C)Cc1nnc(NC(=O)CCc2c[nH]c3ccccc23)s1 | / | 24 | 3 | 3 | 1 | i | 35 | 2 | 2 | -5
Cc1ccc(S(=O)(=O)N2CCOCC2)s1 | -9 | -9 | 0 | 0 | -5 | i | 30 | -1 | -2 | 0
CCCCN(C)C1CCN(C(=S)Nc2cccc(SC)c2)CC1 | 2 | -13 | -7 | -6 | 5 | i | 21 | -1 | -4 | /
O=C(c1ccco1)N(CCCN1CCOCC1)c1nc(-c2ccc(F)cc2)cs1 | 22 | 35 | 12 | 1 | 0 | i | 33 | -3 | 9 | 1
O=C(Nc1ccccc1)C(Cc1cccs1)c1nn[nH]n1 (centres undefined) | 0 | -3 | 4 | 2 | 2 | i | 21 | 1 | 10 | -2
O=c1[nH]nc(CSCc2ccccc2Cl)[nH]1 | -9 | 5 | -10 | -2 | -6 | i | 21 | 1 | 4 | -2
CCOc1ccc(Cl)cc1Nc1nc(NCCO)nc(N2CCCC2)n1 | -18 | -4 | -1 | / | 0 | i | 8 | -1 | 4 | -2
Cn1ccnc1SCC(=O)Nc1ccc2c(c1)COC2=O | 0 | 3 | -1 | 2 | 1 | i | 6 | -1 | -3 | 0
COc1cccc(C(=O)NC(=S)Nc2ccccc2N2CCCCC2)c1 | 6 | -2 | 4 | 9 | 2 | i | -5 | 0 | -5 | 3
Cc1cc(NC(=O)Nc2ccc(F)c(Cl)c2)no1 | -2 | 17 | -5 | 1 | 7 | i | 8 | 10 | 4 | 1

Limited to Platelet DG rel, HSF-1 act and PolyA inhibitor, for some of the entries so far:
SMILES	Platelet DG rel	HSF-1 act	PolyA inhibitor
COc1cccc(C(=O)NC(=S)Nc2ccccc2N2CCCCC2)c1	2	-2	i
CC(C)(C)c1ccc(-n2ncc3c2CCCC3NC(=O)C2(C(N)=O)CC2)cc1 (centres undefined)	-15	-1	/
Cc1ccc(-c2c[n+](CC(=O)Nc3nc(-c4ccccc4)cs3)c3n2CCC3)cc1	-17	23	i

Compounds from the list above that contain fluorine, in the order listed:
SMILES | Dyrk1A ADPGlo | HSF-1 act | HSF1 inhib | HSP90 refold inh | Platelet DG rel | PolyA inhibitor | AI-2 QS modul | GSK3beta inhib | HDAC3 inh | GSK3A inh
O=C(c1ccco1)N(CCCN1CCOCC1)c1nc(-c2ccc(F)cc2)cs1 | 22 | 35 | 12 | 1 | 0 | i | 33 | -3 | 9 | 1
Cc1cc(NC(=O)Nc2ccc(F)c(Cl)c2)no1 | -2 | 17 | -5 | 1 | 7 | i | 8 | 10 | 4 | 1

(list continues)
SMILES | Dyrk1A ADPGlo | HSF-1 act | HSF1 inhib | HSP90 refold inh | Platelet DG rel | PolyA inhibitor | AI-2 QS modul | GSK3beta inhib | HDAC3 inh | GSK3A inh
Cc1ccc(C(=O)OCC(=O)c2ccc(Cl)s2)s1 | 2 | 60* | 28 | -3 | 2 | i | -7 | 0 | 6 | 1
Cc1nonc1NC(=O)c1ccc(Cl)c(S(=O)(=O)N2CCCCC2)c1 | -8 | 1 | 0 | 0 | -1 | i | / | / | 0 | 0
CC(=O)c1ccc(N2CCN(C(=O)C(=O)c3c(C)[nH]c4ccccc34)CC2)cc1 | 3 | 17 | 7 | -3 | 9 | i | 16 | -4 | 10 | 1
C=CCNc1nc(N2CCCCC2)c(C#N)c2c1CN(Cc1ccccc1)CC2 | 11 | 5 | -2 | 0 | -8 | i | 37 | -1 | -9 | 3
COc1ccccc1NC(=O)/C=C/c1ccc2c(c1)OCO2 | 48 | 14 | 4 | 3 | 3 | i | 24 | -2 | 4 | 1
CC(C)(C)NC(=O)CN(Cc1ccco1)C(=O)CCC(=O)Nc1nccs1 | 8 | 5 | -2 | 3 | 1 | i | / | / | -2 | 1
CCCn1cc(S(=O)(=O)CC(=O)Nc2ccc(OC)cc2OC)c2ccccc21 | -5 | 41 | 3 | 1 | 2 | i | 45 | 0 | -3 | 1
C#CCOCCOCCOCCNc1nc(N2CCN(C(=O)[C@H](Cc3cc4ccccc4[nH]3)n3cc([C@@H](N)CC(C)C)nn3)CC2)nc(N2CCN(C(=O)[C@H](Cc3cc4ccccc4[nH]3)n3cc([C@@H](N)CC(C)C)nn3)CC2)n1 | -2 | -6 | -2 | 20* | 6 | i | 15 | -6 | -1 | 0
CC(=O)Nc1nonc1NC(=O)c1ccc(C(C)(C)C)cc1 | -2 | -2 | -3 | 1 | 0 | i | 17 | 4 | 1 | 3
CCCC(=O)Nc1sc2c(c1C#N)CCCC2 | / | 8 | 8 | -6 | 8 | / | 18 | 0 | 1 | -1
COCCNC(=S)N1CCN(Cc2cccc(OC)c2)CC1 | -3 | -4 | -1 | -2 | 11 | i | 19 | 0 | -5 | 0
Cc1cc(S(=O)(=O)Nc2ccc(C(=O)NCCCN3CCCC3=O)cc2)ccc1F | 8 | 14 | -1 | / | 2 | i | 12 | 3 | -7 | -1
Cn1c(N)c(C(=O)COC(=O)c2ccc(Cl)c(S(=O)(=O)N3CCCCC3)c2)c(=O)n(C)c1=O | 1 | -9 | -5 | 6 | -8 | i | 11 | 1 | -5 | -1
O=C(CSc1nnc(COc2ccccc2)o1)N1CCOCC1 | -8 | -18 | 0 | 2 | -3 | i | 10 | -2 | -9 | -3
O=C1[C@H]2[C@H](ON3CCCC[C@H]23)C(=O)N1c1ccc(Cl)cc1 | 2 | 10 | -5 | -4 | 1 | i | 2 | -4 | -9 | 0
N#Cc1ccc(OCCOCCNC2CCCC2)cc1 | 0 | -2 | -1 | -2 | -3 | i | 27 | -3 | -3 | 0
O=C(C[n+]1ccc(Cc2ccccc2)cc1)Nc1ccc([N+](=O)[O-])cc1Cl | -4 | 0 | -4 | -2 | -12 | i | 22 | -4 | 11 | -1
Cc1ccc(/C=C2\SC(N3CCCCC3)=NC2=O)cc1 | 0 | 16 | 15 | -2 | -6 | i | 29 | 2 | 6 | 1
Cc1ccc(CNC(=O)CSc2nc3c(sc4ccccc43)c(=O)n2CCCN2CCCC2)cc1 | / | 19 | 8 | -1 | 7 | i | -4 | -1 | 4 | -4
O=c1c2cc(N3CCOCC3)ccc2[nH]c(=S)n1Cc1ccccc1Cl | 9 | -11 | -15 | 0 | 2 | i | -2 | 1 | 0 | 4
O=S(=O)(c1ccccc1)N1CCN(Cc2ccccc2)CC1 | -7 | -1 | 0 | -4 | 1 | i | 3 | 3 | -2 | 2
COC(=O)Cc1[nH]n(-c2nc3ccccc3s2)c(=O)c1C(C)=Nc1ccc(C)cc1 | -1 | 6 | 2 | -1 | -5 | i | 5 | 3 | 9 | -3
Cc1ccccc1CN1C(=O)C(O)(CC(=O)c2ccncc2)c2ccccc21 (centres undefined) | 7 | -2 | -15 | -5 | 17 | i | 14 | 5 | -16 | /
Nc1nc(SCC(=O)c2ccc([N+](=O)[O-])cc2)n[nH]1 | 2 | 10 | 10 | 3 | 0 | i | 37 | 0 | 2 | 0
O=C1c2ccncc2C(=O)N1CNc1ccc(Cl)cc1 | -4 | 3 | 17 | 0 | -14 | i | 13 | 4 | 3 | -2

Of the compounds above, these contain a thiophene ring, fused or not.
SMILES | Dyrk1A ADPGlo | HSF-1 act | HSF1 inhib | HSP90 refold inh | Platelet DG rel | PolyA inhibitor | AI-2 QS modul | GSK3beta inhib | HDAC3 inh | GSK3A inh
Cc1ccc(S(=O)(=O)N2CCOCC2)s1 | -9 | -9 | 0 | 0 | -5 | i | 30 | -1 | -2 | 0
O=C(Nc1ccccc1)C(Cc1cccs1)c1nn[nH]n1 (centres undefined) | 0 | -3 | 4 | 2 | 2 | i | 21 | 1 | 10 | -2
Cc1ccc(C(=O)OCC(=O)c2ccc(Cl)s2)s1 | 2 | 60* | 28 | -3 | 2 | i | -7 | 0 | 6 | 1
CCCC(=O)Nc1sc2c(c1C#N)CCCC2 | / | 8 | 8 | -6 | 8 | / | 18 | 0 | 1 | -1
Cc1ccc(CNC(=O)CSc2nc3c(sc4ccccc43)c(=O)n2CCCN2CCCC2)cc1 | / | 19 | 8 | -1 | 7 | i | -4 | -1 | 4 | -4

Source: PubChem BioAssay

This is a subset; rates above refer to the full screens.
